Assay outcomes deposited in PubChem by several laboratories.
ABHD5-PLIN5 inh: ABHD5-PLIN5 interaction inhibitors, primary screen, cell lysate, split luciferase complementation, luminescence; Perilipin-5 (Homo sapiens) + 1-acylglycerol-3-phosphate O-acyltransferase ABHD5 (Homo …; Split G. princeps luciferase complementation, 4 h; inhibition, % at 4 µM; hit rate 0.78% among 360,000; AID 602281, 2012;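 active = inhibition above the mean inhibition across every tested compound plus 3 SD, cut at about 22% in these data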;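 also: 0% = DMSO only wells and the 100% control is not disclosed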
Glyco luc inh: increase of ERlucT glycosylation luciferase signal, primary screen, N-linked glycosylation inhibitor project, D54 ERlucT cells, luminescence, set 2; reporter increase, % at 12.5 µM; D54 ERlucT glycosylation luciferase reporter, 24 h; percent of 100 nM tunicamycin response; hit rate 0.23% among 360,000;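 active = mean luciferase reporter signal, scaled so untreated is 0 and the glycosylation-blocking control 100, at or above a set limit in every replicate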;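 also: luciferase carries N-glycosylation sites so blocking glycosylation raises the light; 0% = median of neutral control wells and 100% = median of 100 nM tunicamycin wells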
aDG glyco act: activators of alpha-DG glycosylation, primary screen, uHTS, Pro5-aDG cells, AlphaScreen; alpha-DG glycosylation AlphaScreen (IIH6); 0% Pro5, 100% B10-LARGE cell signal; activation, % at 10 µM; hit rate 0.22% among 360,000; AID 624168, 2012;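 active = activation of at least 8% versus controls, or a plate z-score of at least 8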;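 also: Pro5 are CHO cells carrying HIG-tagged alpha-DG that lacks glycosylation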
ABCB6 inh MLPCN: ABCB6 transporter inhibitors, primary screen, K562-ABCB6 cells, flow cytometry, MLPCN library; ATP-binding cassette sub-family B member 6 (Homo sapiens), Q9NP58; K562-ABCB6 porphyrin accumulation, 1 h; active compounds read low; fluorescence ratio to DMSO, % at 10 µM; hit rate 0.19% among 360,000;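 active = fluorescence ratio to DMSO below 75%, the collection mean minus 3 SD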;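 also: signal is porphyrin accumulated inside mitochondria; 100% equals median channel fluorescence of DMSO control wells; lower ratio means ABCB6 inhibition with less porphyrin fluorescence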
Vif inh: HIV Vif self-association inhibitors, primary screen, imaging, HEK293T, single point; hit rate 0.35% among 340,000; inhibition, % at 7.49 µM; HEK293T cells, Vif self-association by quenched fluorescence, 24 h; in the data active = inhibition above about 50%, passing the limit was not always enough; also: some results filed as inactive read as strong as hits
NOD2 RIPK2 PPI: NOD2-RIPK2 binding disruptors in cells, primary screen, fluorescence, CHO cells, BLA complementation | Receptor-interacting serine/threonine-protein kinase 2 (Homo sapiens), O43353 | CCF4 ratio | inhibition, % at 4.98 µM | hit rate 0.38% among 360,000 | AID 624267, 2012; in the data active = inhibition above about 21%;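 also: 0% = vehicle only and 100% = reference blocker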
MC4R antag cAMP: MC4R antagonists of cAMP signaling, primary screen, cell-based, TR-FRET, antagonist arm of biased-ligand search. Melanocortin receptor 4 (Homo sapiens), P32245. MC4R-expressing cells, MTII-stimulated cAMP, LANCE TR-FRET. inhibition, % at 6.5 µM. hit rate 0.48% among 360,000;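 active = inhibition above its plate's cutoff, the mean of tested wells on that plate plus 3 SD, cut at about 29% in these data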;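 also: 0% = Melanotan II alone and 100% = Melanotan II plus saturating MCL0020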
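Test system: U2OS cells stably expressing human melanocortin 4 receptor (MC4R); also added: Melanotan II challenge; compound: 6.5 µM single dose; timing: 30-min compound preincubation, 1-h Melanotan II challenge, 1-h detection, room temperature; signal: Eu-cAMP/anti-cAMP TR-FRET, emission 671 nm; repeats: one well per compound, no replicates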
TLR9-MyD88 block: inhibitors of TLR9-MyD88 association in cells, primary screen, cell-based, CHO, BLA complementation, fluorescence; AID 504734, 2011; inhibition, % at 4.98 µM; hit rate 0.21% among 340,000; CCF4 FRET ratio; Toll-like receptor 9 (Homo sapiens) + Myeloid differentiation primary response protein …;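 active = inhibition above the mean over all tested compounds plus 3 SD, cut at about 21% in these data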;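 also: 0% = DMSO only wells and 100% = clavulanate BLA inhibitor control wells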
Target sequence (Q99836 whole entry, looked up): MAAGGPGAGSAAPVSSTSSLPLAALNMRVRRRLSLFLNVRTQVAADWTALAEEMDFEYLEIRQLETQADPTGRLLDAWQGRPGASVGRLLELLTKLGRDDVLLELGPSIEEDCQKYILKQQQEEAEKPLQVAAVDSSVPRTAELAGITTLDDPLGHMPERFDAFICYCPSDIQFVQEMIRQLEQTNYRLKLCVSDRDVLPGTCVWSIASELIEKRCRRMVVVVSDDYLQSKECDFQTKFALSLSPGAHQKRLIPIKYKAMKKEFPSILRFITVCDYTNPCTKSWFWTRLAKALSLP
Target sequence (Q9NR96 whole entry, looked up): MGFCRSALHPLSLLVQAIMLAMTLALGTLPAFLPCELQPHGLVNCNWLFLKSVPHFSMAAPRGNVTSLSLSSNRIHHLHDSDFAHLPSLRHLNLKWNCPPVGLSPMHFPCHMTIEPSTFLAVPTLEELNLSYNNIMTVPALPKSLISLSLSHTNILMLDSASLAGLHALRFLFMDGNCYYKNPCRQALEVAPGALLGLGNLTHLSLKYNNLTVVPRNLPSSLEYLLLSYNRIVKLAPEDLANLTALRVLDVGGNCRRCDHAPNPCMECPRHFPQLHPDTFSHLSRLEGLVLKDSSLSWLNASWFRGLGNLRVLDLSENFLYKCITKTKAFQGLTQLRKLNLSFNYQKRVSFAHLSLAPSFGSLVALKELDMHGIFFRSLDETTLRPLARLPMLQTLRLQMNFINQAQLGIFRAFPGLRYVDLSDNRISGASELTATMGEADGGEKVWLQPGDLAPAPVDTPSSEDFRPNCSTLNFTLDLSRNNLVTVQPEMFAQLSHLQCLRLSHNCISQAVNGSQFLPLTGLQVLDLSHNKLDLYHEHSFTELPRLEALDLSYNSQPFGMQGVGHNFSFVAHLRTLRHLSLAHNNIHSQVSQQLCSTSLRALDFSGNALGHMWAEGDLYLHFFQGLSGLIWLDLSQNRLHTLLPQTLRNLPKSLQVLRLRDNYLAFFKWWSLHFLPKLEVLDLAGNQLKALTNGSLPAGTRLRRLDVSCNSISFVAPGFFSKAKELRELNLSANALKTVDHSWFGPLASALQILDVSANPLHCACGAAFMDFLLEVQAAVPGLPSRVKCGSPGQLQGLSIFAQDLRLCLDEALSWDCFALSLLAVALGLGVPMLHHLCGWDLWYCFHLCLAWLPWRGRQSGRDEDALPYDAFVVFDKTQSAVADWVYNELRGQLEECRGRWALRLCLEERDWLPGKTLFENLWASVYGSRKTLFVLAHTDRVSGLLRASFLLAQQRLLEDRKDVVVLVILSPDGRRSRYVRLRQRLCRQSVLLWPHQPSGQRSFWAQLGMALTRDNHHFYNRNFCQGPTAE
Exocytosis inh: LAMP-1 surface exposure blockers, TALL-104 cells – cell-based, flow cytometry, MLPCN library, primary screen. TALL-104 LAMP-1 surface exposure; cells stimulated with thapsigargin and PMA. inhibition, % at 10 µM. hit rate 0.66% among 360,000. AID 651702, 2012;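 active = inhibition above about 55%, limit read from the data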
MC4R barr agon: MC4R agonists recruiting beta-arrestin, primary screen, cell-based, luminescence, agonist arm of biased-ligand search | AID 540308, 2011 | activation, % at 8.9 µM | hit rate 0.98% among 360,000 | U2OS MC4R beta-arrestin complementation; percent of melanotan II response, DMSO zero;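 active = activation above a per-plate cutoff, the mean activation of sample wells on that plate plus 3 SD, cut at about 8% in these data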
Numbers without * were called inactive; . = no result given. Some of the compounds tested. The share of hits here may be higher or lower than overall.

SMILES	ABHD5-PLIN5 inh	Glyco luc inh	aDG glyco act	ABCB6 inh MLPCN	Vif inh	NOD2 RIPK2 PPI	MC4R antag cAMP	TLR9-MyD88 block	Exocytosis inh	MC4R barr agon
O=C(NCc1ccc2c(c1)OCO2)C1CCC(CNc2c(N3CCCCC3)c(=O)c2=O)CC1 (configuration not stated)	-3	-2	-0.1	97	.	-8	2	12	2	0.4
CCCOc1ccc(N2C(=O)CC(NCc3cccnc3)C2=O)cc1 (configuration not stated)	15	0	0.6	81	-2	-10	-5	-1	0	1.4
CCN(CC)CCn1c2c(c(SCC(=O)NCc3ccccc3)nc1=O)CCC2	8	-2	0.0	94	13	8	6	7	3	-3.9
Cc1nnc(NCc2ccco2)s1	-5	0	0.5	95	.	4	0	-4	-1	-1.9
O=C(CNC(=O)C1CCCCC1)NCc1ccco1	3	0	-0.1	99	-10	-15	3	-8	-4	0.3
O=C(O)c1cccc(NC(=S)NC(=O)c2ccc(-c3ccccc3)cc2)c1	-2	-2	-0.2	93	1	-15	12	4	-1	-1.8
CCN1CCN(Cc2nnc(-c3ccc(C)cc3)o2)CC1	7	-3	0.0	100	-12	2	13	-11	3	-0.9
Cc1ccc(NC(=O)CCC(=O)OCc2ccc(Br)cc2)cc1	-1	1	0.0	98	5	3	0	-15	-1	-2.3
CCOc1ccc(NC(=O)Cc2c(C(=O)O)n(C)c3ccccc23)cc1	-2	1	0.1	96	21	-3	23	-4	-1	-1.8
O=C(O)c1cccc(N=NN2CCCCCC2)c1	-1	-7	-0.3	98	13	0	1	-4	-1	-1.5
O=C(COc1coc(CN2CCN(c3ccccc3)CC2)cc1=O)Nc1cccc(F)c1	2	0	0.2	104	0	-6	1	-1	-8	-5.6
Cc1ccccc1C(=O)NN1C(=O)CSC1=S	0	1	-0.4	98	-7	-4	-6	4	-2	2.1
COc1ccccc1CNc1nc2nc(C)c(Cl)c(=O)n2[nH]1	-8	0	0.0	97	0	13	1	2	-2	-0.6
Cn1c(=O)[nH]c(=O)c2c1nc(N1CCCCC1)n2CCCSc1nnnn1-c1ccccc1	0	1	-0.2	98	1	-3	7	2	-1	-0.9
N#CC(c1ccc(O)cc1)c1ncc(C(F)(F)F)cc1Cl (configuration not stated)	-4	0	0.0	207	-3	-7	0	1	-6	-4.0
O=C(c1cn(Cc2ccccc2)nc1-c1ccccc1)N1CCN(c2ccccn2)CC1	-2	51*	-0.1	94	0	16	-4	-5	-5	-4.3
CC(=O)c1cccc(OCC(=O)Nc2cc(Cl)ccc2-n2cncn2)c1	6	2	-0.2	94	2	1	15	4	-4	1.2
Cc1ccc(-c2nnc(N(C)C(=O)C3CCCO3)s2)cn1 (configuration not stated)	-3	1	0.0	90	.	-5	-5	10	-1	-1.5
C(=Nn1cnnc1)c1ccc2c(c1)CCC2	7	0	0.0	99	1	-3	11	-3	-1	-3.0
COC(=O)[C@H](C)NC(=O)NC1CCCc2ccccc21 (some centres not stated)	0	1	-0.1	103	-15	-6	4	3	1	-1.2
CO/N=C/c1ccc(Oc2ccc(C)cc2)nc1	-2	-1	-0.2	94	2	2	1	-5	-3	1.7
CN(C(=O)c1cccc(NC(=O)Cc2ccc(NC(=O)C3CCCN(C(=O)CCc4ccccc4)C3)cc2)c1)C1CCCCC1 (configuration not stated)	11	-3	0.1	96	-28	-5	3	-12	-2	-0.1
COc1cc(/C=N/N2C(C)CCCC2C)cc(OC)c1O (configuration not stated)	6	2	-0.1	98	7	-12	10	-4	12	0.1
O=C(Nc1ccccc1N1CCCC1)c1ccc2ccccc2c1	-10	1	-0.1	100	4	-9	-2	13	-1	-2.9
COc1ccccc1S(=O)(=O)NCc1ccc(C(=O)NC(C)c2ccccn2)cc1 (configuration not stated)	2	1	-0.1	100	-4	-7	-6	7	1	0.5
Going on with the list.
SMILES	ABHD5-PLIN5 inh	Glyco luc inh	aDG glyco act	ABCB6 inh MLPCN	Vif inh	NOD2 RIPK2 PPI	MC4R antag cAMP	TLR9-MyD88 block	Exocytosis inh	MC4R barr agon
CCOC(=O)C1(C)CCN1C(=O)c1ccc(C#N)cc1 (configuration not stated)	-9	2	0.1	93	-1	-8	12	.	3	3.0
Cc1ccccc1NS(=O)(=O)c1ccc(OCC(=O)NCc2ccco2)cc1	-5	-3	0.0	87	-4	-11	5	-6	2	1.3
O=C(CSc1nc2ccccc2o1)Nc1ccc(N2CCOCC2)cc1	-11	3	-0.2	101	17	5	2	-2	-1	-0.9
COc1ccc(C)c2sc(=NC(=O)c3cccc(N4C(=O)CCC4=O)c3)n(C)c12	9	2	-0.1	97	-3	2	-7	8	6	0.3
CC(=O)Oc1ccc2c(=O)c(-c3ccccc3)c(C)oc2c1	5	2	-0.1	103	16	-8	-20	7	-2	-0.9
Cc1nn(-c2ccccc2)nc1CNC(=O)C1CC1	-1	0	0.0	101	6	5	11	5	9	0.6
Cc1ccsc1C(=O)C1CCCN(Cc2cc(F)ccc2-n2cccn2)C1 (configuration not stated)	5	-2	0.2	95	8	-1	3	-8	43	1.3
COc1ccc(CN(C)C(C)C(=O)Nc2ccc(S(=O)(=O)N3CCCCC3)cc2)cc1F (configuration not stated)	-9	-3	-0.1	91	-9	2	-7	1	8	-3.7
O=C(/C=C/Nc1ccc(Oc2ccccc2Cl)cc1)c1ccco1	4	-1	-0.6	88	7	1	11	2	0	-2.0
CC(=O)NC(CCS(C)(=O)=O)C(=O)Nc1ccccc1 (configuration not stated)	-2	1	-0.1	90	5	-21	1	0	-6	0.1
Cc1c(NC(=O)c2cnn3c2NC(c2ccco2)CC3C(F)(F)F)c(=O)n(-c2ccccc2)n1C (configuration not stated)	-2	1	0.2	95	-5	-14	-2	-8	-1	-0.1
CC(=O)N1CCN(c2ccccc2NC(=O)c2cc(Br)ccc2Cl)CC1	-1	-8	-0.1	96	-1	5	12	-5	-2	1.0
COc1ccccc1-n1c(N)c(C(N)=O)sc1=S	10	0	-0.1	103	-4	5	4	12	6	0.9
Cc1ccc(S(=O)(=O)NCc2ccccc2)cc1C(=O)NCC(=O)Nc1c(C)cccc1C	-6	0	0.4	102	-5	-17	6	-15	0	-0.2
CC(=O)OC1C(N2CCCCC2)c2c(ccc(/C=C/C(=O)N3CCCCC3)c2O)OC1(C)C (configuration not stated)	-1	-2	0.9	104	-1	1	3	-1	1	0.8
Cc1c(C)c2ccc(OC(C)C(=O)N3C[C@H]4C[C@@H](C3)c3cccc(=O)n3C4)c(C)c2oc1=O (some centres not stated)	-3	5	0.0	99	-4	-14	8	3	3	-2.3
COC(=O)[C@@]12C[C@@H](CC(=O)NCc3ccc(OC)c(OC)c3)C(=O)N(Cc3cccc4ccccc34)C1=CCC(C)(C)C2	4	.	0.0	.	.	-2	.	.	2	.
O=C(Nc1ccc(F)cc1)N1CCCCCC1	-8	-1	-0.1	96	9	-5	0	4	-5	-2.0
O=C1NN(c2cccc(Br)c2)C(=O)/C1=C\c1ccc(N2CCOCC2)cc1	-1	2	0.1	103	0	0	1	4	-6	-1.4
Cc1ccc(C(=O)N2CCN(c3ccccc3F)CC2)cc1S(=O)(=O)N1CCOCC1	-4	-1	0.1	95	-4	12	7	-1	0	-3.7
O=C(Nc1ccccc1C(=O)O)c1cccc(NC(=O)c2ccco2)c1	-4	2	-0.2	101	16	0	2	6	-7	-1.1
Cc1cc(-c2ccco2)n(CC(=O)NCc2ccco2)n1	5	1	0.1	102	2	-7	2	3	6	0.7
O=C(NCCc1cnc[nH]1)c1cccs1	12	6	0.0	107	7	-10	-3	-1	-8	1.5
Cc1cc2cc3c(=O)[nH]c(=O)cc-3n(CC(O)C(O)C(O)CO)c2cc1C (configuration not stated)	8	-1	0.1	99	.	-2	-37	-2	3	-4.8
COc1ccc(NC(=O)CNC(=O)c2c(C)nn(C)c2Cl)cc1	-1	3	-0.1	98	10	-16	18	10	-2	0.9
COc1ccc(NC(=S)N=Nc2c(O)[nH]c3ccccc23)cc1	-5	14	0.6	97	6	-5	7	0	6	-2.0

Three of the entries above in order of their number in Glyco luc inh, ascending.
SMILES	ABHD5-PLIN5 inh	Glyco luc inh	aDG glyco act	ABCB6 inh MLPCN	Vif inh	NOD2 RIPK2 PPI	MC4R antag cAMP	TLR9-MyD88 block	Exocytosis inh	MC4R barr agon
O=C(Nc1ccc(F)cc1)N1CCCCCC1	-8	-1	-0.1	96	9	-5	0	4	-5	-2.0
CCOC(=O)C1(C)CCN1C(=O)c1ccc(C#N)cc1 (configuration not stated)	-9	2	0.1	93	-1	-8	12	.	3	3.0
Cc1c(C)c2ccc(OC(C)C(=O)N3C[C@H]4C[C@@H](C3)c3cccc(=O)n3C4)c(C)c2oc1=O (some centres not stated)	-3	5	0.0	99	-4	-14	8	3	3	-2.3

Complete entries, quoted from the list. Screens in order: ABHD5-PLIN5 inh | Glyco luc inh | aDG glyco act | ABCB6 inh MLPCN | Vif inh | NOD2 RIPK2 PPI | MC4R antag cAMP | TLR9-MyD88 block | Exocytosis inh | MC4R barr agon
O=C1NN(c2cccc(Br)c2)C(=O)/C1=C\c1ccc(N2CCOCC2)cc1 is listed with -1 | 2 | 0.1 | 103 | 0 | 0 | 1 | 4 | -6 | -1.4
Cc1c(C)c2ccc(OC(C)C(=O)N3C[C@H]4C[C@@H](C3)c3cccc(=O)n3C4)c(C)c2oc1=O (some centres not stated) is listed with -3 | 5 | 0.0 | 99 | -4 | -14 | 8 | 3 | 3 | -2.3
COC(=O)[C@@]12C[C@@H](CC(=O)NCc3ccc(OC)c(OC)c3)C(=O)N(Cc3cccc4ccccc34)C1=CCC(C)(C)C2 is listed with 4 | . | 0.0 | . | . | -2 | . | . | 2 | .
